Bioassay records deposited in PubChem BioAssay by National Center for Advancing Translational Sciences (NCATS).
LDHA block – qHTS assay for inhibitors of human lactate dehydrogenase | purified LDHA, NADH/diaphorase-resazurin fluorescence; stronger effect = lower value | activity change, % (values are at about 110 or 230 µM) | 480,000 compounds, 0.15% hits | AID 1347041, 2019; in the data active means activity change below about -30%; inconclusive means mostly about -25% to -30%;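 further: plate controls were DMSO wells for no effect and wells without enzyme for full effect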
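Human LDH5 (2 nM) was incubated with 0.06 mM NADH and 0.2 mM pyruvate for 5 min at room temperature in Tris pH 7.4. Remaining NADH was coupled through diaphorase/resazurin, and resorufin fluorescence was read at 0 and 20 min.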
12-LOX inh – Primary qHTS assay for inhibitors of human arachidonate 12S-lipoxygenase (ALOX12): Round 2. 580,000 compounds, 1.1% hits. purified 12hLO, xylenol orange hydroperoxide absorbance. Polyunsaturated fatty acid lipoxygenase ALOX12 (Homo sapiens), P18054. Potency, µM (series often up to 108 µM), inactives show at the top dose activity change, negative = inhibition, most hits filed as inhibitors; active means well fitted inhibition curve with a large enough effect; inconclusive means small, poorly fitted or top-dose-only effect, or another doubt; inactive means no such curve, though single readings can be large or run the other way; further: potency means the concentration at half of the fitted maximal effect
Target sequence (P18054 whole entry, looked up): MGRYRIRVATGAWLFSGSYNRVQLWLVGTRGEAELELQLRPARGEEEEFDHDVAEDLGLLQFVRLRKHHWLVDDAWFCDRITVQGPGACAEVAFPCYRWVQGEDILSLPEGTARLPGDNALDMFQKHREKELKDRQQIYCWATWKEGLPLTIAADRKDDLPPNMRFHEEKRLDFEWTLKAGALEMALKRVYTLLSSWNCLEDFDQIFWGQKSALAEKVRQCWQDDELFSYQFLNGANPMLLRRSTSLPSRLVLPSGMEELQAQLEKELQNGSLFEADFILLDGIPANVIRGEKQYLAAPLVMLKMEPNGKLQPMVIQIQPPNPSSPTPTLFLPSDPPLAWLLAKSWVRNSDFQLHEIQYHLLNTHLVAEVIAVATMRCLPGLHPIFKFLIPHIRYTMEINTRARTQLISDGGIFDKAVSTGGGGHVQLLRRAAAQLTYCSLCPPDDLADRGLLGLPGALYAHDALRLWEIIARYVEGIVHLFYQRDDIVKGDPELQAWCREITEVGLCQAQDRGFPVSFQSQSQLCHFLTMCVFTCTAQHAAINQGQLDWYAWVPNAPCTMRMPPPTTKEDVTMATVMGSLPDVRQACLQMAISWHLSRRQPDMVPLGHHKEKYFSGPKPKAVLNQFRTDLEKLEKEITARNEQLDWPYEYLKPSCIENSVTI
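Purified human 12hLO at 150 nM in 25 mM Hepes, 0.01% Triton X-100, pH 7.0, preincubated 15 min at room temperature with compound. Reaction started with 40 uM arachidonic acid, 30 min at room temperature. Hydroperoxide measured by Fe-xylenol orange, 573/405 nm absorbance ratio.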
Numbers without * were called inactive; [ ] = remark or other dose. Unless noted, on the % scale 0 is the no-effect control and ±100 the full control effect.

What do the screens show for `CCc1ccc(OCC(O)Cn2c(NCCc3ccccc3)nc3c2c(=O)[nH]c(=O)n3C)cc1` (stereo unspecified)?
LDHA block: -4.3; 12-LOX inh: 0.5%

How did N#Cc1c(C2CC2)cc(C(F)(F)F)[nH]c1=O do in these assays?
LDHA block: 8.9; 12-LOX inh: 5.1%

What do the screens show for `COC(=O)C1=C(C(=O)c2ccc(C)cc2)C(c2ccc(C(=O)OC)cc2)n2nnnc2N1` (stereo unspecified)?
LDHA block: 12.5; 12-LOX inh: inconclusive

Results for CCOC(=O)C1CCN(C(c2ccccc2)c2c(O)cc(C)n(Cc3ccccc3)c2=O)CC1 (stereo unspecified) ?
LDHA block: 3.9; 12-LOX inh: -5.2%

What do the screens show for `O=C(N/N=C/c1ccccc1)C1CC1(c1ccccc1)c1ccccc1` (stereo unspecified)?
LDHA block: -2.6; 12-LOX inh: -23.8%

Results for FC(F)(F)c1cccc(-n2nnnc2C2(Nc3ccccc3)CCCCC2)c1 ?
LDHA block: 1.2; 12-LOX inh: -4.6%

How did O=C(Nc1nc(-c2ccccn2)cs1)C1CC(=O)N(c2ccccc2Cl)C1 (stereo unspecified) do in these assays?
LDHA block: 12.3; 12-LOX inh: inconclusive

What do the screens show for `CCCCNC(=O)C[C@@H]1C[C@@]2(C(=O)OC)CC(C)(C)CC=C2N(Cc2ccco2)C1=O`?
LDHA block: 3.5; 12-LOX inh: 1.8%

Results for CCc1nc2ccc(C(=O)NC(C)c3ccccc3)cc2nc1CC (stereo unspecified) ?
LDHA block: 3.5; 12-LOX inh: -5.4%

What do the screens show for `CC(=O)Nc1ccc2oc(-c3cccc4c(Cl)cccc34)nc2c1`?
LDHA block: 1.9; 12-LOX inh: -1.8%

Results for CC(NC(=O)C1CCCC1)c1ccc(C(F)(F)F)cc1 (stereo unspecified) ?
LDHA block: 1.8; 12-LOX inh: inconclusive

Results for C#CCNC(=O)CN(Cc1cccs1)C1CC1 ?
LDHA block: -4.9; 12-LOX inh: -10.3%

Results for Oc1c(C2CCCCC2)cccc1C1CCCCC1 ?
LDHA block: 1.2; 12-LOX inh: -9.5%

What do the screens show for `CSc1ccccc1C(=O)Nc1cc(Cl)cc(Cl)c1`?
LDHA block: 9.5; 12-LOX inh: inconclusive

Results for O=S(Cc1ccccc1)Cc1ccc(Cl)cc1Cl (stereo unspecified) ?
LDHA block: 6.1; 12-LOX inh: 44.5%[activator]

Results for N#Cc1ccccc1N=Cc1ccc(F)cc1 ?
LDHA block: -13.5; 12-LOX inh: inconclusive

What do the screens show for `O=C(Nc1ccc(Cl)cc1)c1csc([C@@H]2O[C@H](CO)[C@H](O)[C@H](O)[C@H]2O)n1`?
LDHA block: -0.4; 12-LOX inh: -6.1%

How did CCOC(=O)C1CCN(C(=O)c2cnn(-c3ccc(C)cc3)c2-n2cccc2)CC1 do in these assays?
LDHA block: 0.4; 12-LOX inh: -0.9%

What do the screens show for `CCc1ccc2c(c1)NC(=O)C2(C)Cc1ccc(F)cc1` (stereo unspecified)?
LDHA block: 3.7; 12-LOX inh: -12.9%

How did O=C(Nc1cccc(Cl)c1)Nc1ncc(Cl)cc1Cl do in these assays?
LDHA block: -0.4; 12-LOX inh: 20.7%

How did CCCCn1nc(C(=O)Nc2cc(OC)c(OC)cc2C)c2ccccc2c1=O do in these assays?
LDHA block: 7.3; 12-LOX inh: inconclusive

What do the screens show for `COc1ccc(OC)c(NC(=O)Cn2cccc(-c3nc(-c4ccc(OC)c(OC)c4)no3)c2=O)c1`?
LDHA block: 4.6; 12-LOX inh: -21.3%

What do the screens show for `Cc1ccc(NS(=O)(=O)c2ccc(C(=O)O)cc2)c(Cl)c1`?
LDHA block: 6.1; 12-LOX inh: -12.6%

How did COC(=O)CCNC(=O)C(C)(C)c1ccccc1 do in these assays?
LDHA block: 5.8; 12-LOX inh: 12.1%

Results for O=C(C=CC(=O)Nc1ccc(F)cc1F)Nc1ccc(F)cc1F ?
LDHA block: -1.6; 12-LOX inh: inconclusive

Results for CC(C)c1cc(=O)oc2cc(OCC(=O)NCCc3ccc(F)cc3)ccc12 ?
LDHA block: -0.8; 12-LOX inh: 25.2%

What do the screens show for `CC(Oc1ccccc1Cl)C(=O)NN` (stereo unspecified)?
LDHA block: 0.5; 12-LOX inh: 40.8%[activator]

Results for Nc1nc(CSc2nnnn2-c2ccccc2)nc(Nc2ccccc2)n1 ?
LDHA block: -2.6; 12-LOX inh: -11.5%

Results for COc1cccc(CNS(=O)(=O)c2ccc3c(c2)OCC(C(=O)N2CCCCC2)O3)c1 (stereo unspecified) ?
LDHA block: -12.9; 12-LOX inh: 3.8%

What do the screens show for `CCCCc1ccc(Nc2nnc(SCc3nnc(C)o3)s2)cc1`?
LDHA block: 1.3; 12-LOX inh: -9.9%

How did CCc1ccc(S(=O)(=O)N2CCSC2c2ccc(OC)c(Br)c2)cc1 (stereo unspecified) do in these assays?
LDHA block: -4.2; 12-LOX inh: -23.8%

Results for C=CCOC(=O)COc1ccc2oc(=O)cc(-c3cc4cccc(OC)c4o3)c2c1 ?
LDHA block: 2.1; 12-LOX inh: -19.7%

What do the screens show for `O=C(CSc1nc2ccccc2o1)NCC(=O)N1CCCC1`?
LDHA block: -8.6; 12-LOX inh: 7.8%

What do the screens show for `Cc1ccc2c(C=O)c(C)[nH]c2c1`?
LDHA block: 5.0; 12-LOX inh: 17.4%

Results for Cc1cc(C=O)c(C)n1C ?
LDHA block: 0.6; 12-LOX inh: 14.0%

How did CCOC(=O)c1c(NC(=O)C(=O)NCc2ccco2)sc2c1CC(C)(C)OC2 do in these assays?
LDHA block: 6.2; 12-LOX inh: 4.9%

Part of the list above in order of count of non-hydrogen atoms, ascending.
Results for Cc1cc(C=O)c(C)n1C ?
LDHA block: 0.6; 12-LOX inh: 14.0%

What do the screens show for `CC(Oc1ccccc1Cl)C(=O)NN` (stereo unspecified)?
LDHA block: 0.5; 12-LOX inh: 40.8%[activator]

Results for CC(C)c1cc(=O)oc2cc(OCC(=O)NCCc3ccc(F)cc3)ccc12 ?
LDHA block: -0.8; 12-LOX inh: 25.2%

The results go on.
How did O=C(NCCc1c[nH]c2ccccc12)c1cc(F)ccc1F do in these assays?
LDHA block: -12.4; 12-LOX inh: -22.1%

What do the screens show for `CCOC(=O)c1oc2cc(OS(C)(=O)=O)ccc2c(=O)c1-c1ccccc1OC`?
LDHA block: 7.4; 12-LOX inh: inconclusive

Results for CCOC(=O)c1nc2ccccc2nc1NCc1cccc(OC)c1 ?
LDHA block: -7.4; 12-LOX inh: inconclusive

How did Oc1ccccc1-c1cnc2cccnn12 do in these assays?
LDHA block: 0.9; 12-LOX inh: -15.6%

Results for COc1ccc(Oc2coc3cc(OCc4ccccc4)ccc3c2=O)cc1 ?
LDHA block: 7.0; 12-LOX inh: 5.6%

What do the screens show for `CCOC(=O)N1CCN(C(=O)C[C@@H]2C[C@@]3(C(=O)OC)CC(C)(C)CC=C3N(Cc3ccco3)C2=O)CC1`?
LDHA block: -1.5; 12-LOX inh: -2.7%

What do the screens show for `O=c1oc2ccccc2c(NCc2ccccc2)c1NS(=O)(=O)c1ccccc1F`?
LDHA block: -0.1; 12-LOX inh: -1.4%

How did N#Cc1ccc(NCc2cc(Br)ccc2F)cc1 do in these assays?
LDHA block: 7.9; 12-LOX inh: inconclusive

What do the screens show for `O=C(NC(c1ccc(Cl)cc1)c1cccnc1)c1ccccc1` (stereo unspecified)?
LDHA block: inconclusive; 12-LOX inh: -27.6%

What do the screens show for `O=C(CCNc1nc(Cl)nc2nc[nH]c12)NC1CC1`?
LDHA block: -13.7; 12-LOX inh: 19.9%

Results for CCCc1[nH]nc2c1C(c1ccc(OC)c(OC)c1)C(C#N)=C(N)O2 (stereo unspecified) ?
LDHA block: 13.8; 12-LOX inh: -3.0%

Results for OCCc1ccc(NCCc2cccs2)cc1 ?
LDHA block: 4.3; 12-LOX inh: -1.3%

Compounds listed so far that contain a CF3 group, in the order listed:
How did N#Cc1c(C2CC2)cc(C(F)(F)F)[nH]c1=O do in these assays?
LDHA block: 8.9; 12-LOX inh: 5.1%

Results for FC(F)(F)c1cccc(-n2nnnc2C2(Nc3ccccc3)CCCCC2)c1 ?
LDHA block: 1.2; 12-LOX inh: -4.6%

Results for CC(NC(=O)C1CCCC1)c1ccc(C(F)(F)F)cc1 (stereo unspecified) ?
LDHA block: 1.8; 12-LOX inh: inconclusive

Other entries.
How did Cn1ccc2c(/C=C/c3ccc(F)cc3)cc3c(c21)C1CCC3O1 (stereo unspecified) do in these assays?
LDHA block: -0.5; 12-LOX inh: inconclusive

Results for CN(CC(=O)Nc1cccc(F)c1)C(=O)CCc1ncc(-c2ccccc2)o1 ?
LDHA block: 1.2; 12-LOX inh: 0.6%

How did CCCn1c(CN(Cc2ccccc2)Cc2ccccc2)nc2c1c(=O)[nH]c(=O)n2C do in these assays?
LDHA block: 6.6; 12-LOX inh: 17.5%

What do the screens show for `N#Cc1ccc(NS(=O)(=O)c2ccc(S(=O)(=O)N3CCCC3)cc2)cc1`?
LDHA block: 2.4; 12-LOX inh: -3.0%

What do the screens show for `COc1cccc(-c2csc(NCC(C)C)n2)c1`?
LDHA block: 0.0; 12-LOX inh: 14.2%

How did CC(C)c1cccc(Nc2ccc(S(N)(=O)=O)cc2[N+](=O)[O-])c1 do in these assays?
LDHA block: -1.5; 12-LOX inh: inconclusive

What do the screens show for `COc1cc(OC)cc(C2=Cc3ccc(OC)cc3C(CC(C)=O)N2c2ccc(C#CC3(O)CCCCC3)cc2)c1` (stereo unspecified)?
LDHA block: 13.6; 12-LOX inh: inconclusive

Results for CC(C)c1ccc(NC(=O)N2CCc3nc(NCc4cccc(Oc5ccccc5)c4)ncc3C2)cc1 ?
LDHA block: -1.3; 12-LOX inh: inconclusive

How did N#Cc1ccccc1COC(=O)c1ccc(Cl)cc1 do in these assays?
LDHA block: 8.2; 12-LOX inh: -31.2%

What do the screens show for `Cc1cc(N2CCN(S(=O)(=O)c3ccc(Br)cc3Cl)CC2)nc(C(C)C)n1`?
LDHA block: 2.0; 12-LOX inh: -8.1%

What do the screens show for `COc1ccc(OC)c(/C=C2\N=C(SC)SC2=O)c1`?
LDHA block: 9.8; 12-LOX inh: inconclusive

What do the screens show for `O=C(OCc1ccccc1)N1C=CCC[C@@H]1c1c(Cl)cccc1Br`?
LDHA block: -8.3; 12-LOX inh: -3.2%

How did CCc1ccc(NC(=O)c2nc3ccccc3nc2N2CCCC2)cc1 do in these assays?
LDHA block: -31.0*; 12-LOX inh: -9.9%

How did COc1cc(/C=N/OC(=O)c2ccc(C(F)(F)F)cc2)ccc1OCc1ccccc1 do in these assays?
LDHA block: 12.3; 12-LOX inh: inconclusive

What do the screens show for `Cn1c(=O)[nH]c(=O)c2c1nc(N)n2CC(O)COc1ccc(Cl)cc1` (stereo unspecified)?
LDHA block: 7.2; 12-LOX inh: -11.6%

What do the screens show for `Cc1ccc(CNC(=O)c2[nH]c(C(F)(F)F)nc2-c2ccccc2)cc1`?
LDHA block: -3.2; 12-LOX inh: inconclusive

Results for CCCNC(=O)C1(C)CCCN(C(=O)c2cc(C)nn2C(C)(C)C)C1 (stereo unspecified) ?
LDHA block: -6.3; 12-LOX inh: 4.8%

How did COc1ccc(N2C(=O)c3ccccc3NC(=O)C2C(=O)Nc2ccc3c(c2)OCCO3)cc1 (stereo unspecified) do in these assays?
LDHA block: 4.5; 12-LOX inh: 9.1%

Results for CCOc1ccccc1CNC(=O)c1ccc(CS(=O)c2ccc(OC)cc2)o1 (stereo unspecified) ?
LDHA block: 9.7; 12-LOX inh: -4.2%

What do the screens show for `CCCn1nc(C(=O)N2CCC(C(=O)OC)CC2)c2ccccc2c1=O`?
LDHA block: -17.7; 12-LOX inh: 29.1%

How did CCOc1cc(C)c(S(=O)(=O)NCC(C)O)cc1C (stereo unspecified) do in these assays?
LDHA block: 1.0; 12-LOX inh: -11.7%

Results for CCOCCCNc1nc(-c2ccc3[nH]c(=O)[nH]c3c2)cs1 ?
LDHA block: 3.7; 12-LOX inh: -6.1%

What do the screens show for `Cc1ccc(C(=O)OCC(=O)NCc2ccc3c(c2)OCO3)cc1F`?
LDHA block: 0.4; 12-LOX inh: 3.8%

What do the screens show for `Cc1cccc(-c2ocnc2C(=O)Nc2cccc(Cl)c2C)c1`?
LDHA block: -5.1; 12-LOX inh: -15.1%

Results for CCNCc1cccc(Oc2nnnn2-c2ccccc2)c1 ?
LDHA block: -6.7; 12-LOX inh: -16.9%

How did CCCCCc1ccc(/C=C/C(=O)O)cc1 do in these assays?
LDHA block: 0.3; 12-LOX inh: 5.8%

How did Cc1cc(C)cc(NC(=O)C2CC(=O)n3c(nc4ccccc43)N2)c1 (stereo unspecified) do in these assays?
LDHA block: 2.2; 12-LOX inh: inconclusive

How did C/C(=N\NC(N)=S)c1ccc(-c2ccc(Br)cc2)cc1 do in these assays?
LDHA block: 0.7; 12-LOX inh: -15.0%

Results for CCOc1ncccc1C(=O)Nc1ccc(C)c(S(=O)(=O)N(C)C)c1 ?
LDHA block: 5.9; 12-LOX inh: 1.1%

How did O=S(=O)(Nc1nc2ccccc2nc1NC1CC1)c1ccc2c(c1)OCCO2 do in these assays?
LDHA block: -0.7; 12-LOX inh: -14.9%

Results for CCOC(=O)c1ccccc1NC(=O)c1c(F)cccc1F ?
LDHA block: 2.9; 12-LOX inh: -7.3%

These rows are one share of the data; count on the stated rates, not on these rows.
